FLuc inh – firefly luciferase inhibition | P08659 | purified firefly luciferase, luminescence, 8 min | Potency, µM (highest dose often 57.1 µM), for the others: top-dose activity change, negative = inhibition, most hits filed as inhibitors | 2.2% of 72,000 active; note: potency is the fitted concentration of half-maximal effect; % is set by controls: 0 for no effect and ±100 for the full control effect; nearly all actives have a fitted effect of over 40% in size
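Here, luciferase activity is measured as luminescence following an 8 min room-temperature reaction at 10 uM ATP, pH 7.2. Every library sample is titrated.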
CRE Fsk mod – alters forskolin-stimulated CRE reporter signaling in CHO cells; CHO CRE-bla reporter (cAMP response element driving beta-lactamase), forskolin EC10, beta-lactamase ratio; Potency, µM (doses to about 38.2 µM), for inactives: at the top dose activity change, negative = inhibition, actives largely listed as activators; 2.5% of 71,000 active; AID 662; active = well fitted activation curve with a large enough effect in the signal ratio, with a control signal flat, not every such curve was filed as active; inconclusive = small, poorly fitted or top-dose-only effect, or effect the other way, or a change in a side signal; the % refers to the signal ratio; note: potency is the fitted concentration of half-maximal effect; % of control where 0% means no effect
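CRE-bla CHO cells stimulated with EC10 NKH 477 (water-soluble forskolin) and compound titrations, 3 h at 37C; beta-lactamase read with CCF4 after 2 h at room temperature. Activity from 460/530 nm emission ratio, AC50 values for positive or negative modulation.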
ERK AVP block – blocks ERK signaling stimulated by vasopressin; HEK293-V1b, vasopressin-stimulated pERK AlphaScreen; Potency, µM (highest dose often 57.5 µM), for the others: at the top dose activity, negative = inhibition, hits mostly inhibitors; 0.99% of 72,000 active; AID 995; note: potency is the fitted concentration of half-maximal effect; % is set by controls: 0 for no effect and ±100 for the full control effect; nearly all actives have a fitted effect of over 55% in size
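HEK293 cells stably expressing V1b receptor, seeded overnight in 1% FBS, were treated with compounds for 30 min at 37C, then stimulated 5 min with 25 nM vasopressin; phospho-ERK read by AlphaScreen SureFire after lysis.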
HADH2 inh – inhibitors of human HADH2 dehydrogenase; Potency, µM (highest dose often 57.1 µM), for inactives: at the top dose activity change, negative = inhibition, usual class: inhibitors; recombinant HADH2, NADH fluorescence, beta-hydroxybutyryl-CoA; Q99714; 3.4% of 73,000 active; note: potency is the fitted concentration of half-maximal effect; % is set by controls: 0 for no effect and ±100 for the full control effect; nearly all actives have a fitted effect of over 60% in size; many of its hits are not listed in these tables
Target sequence (Q99714 whole entry, looked up, one chain of several): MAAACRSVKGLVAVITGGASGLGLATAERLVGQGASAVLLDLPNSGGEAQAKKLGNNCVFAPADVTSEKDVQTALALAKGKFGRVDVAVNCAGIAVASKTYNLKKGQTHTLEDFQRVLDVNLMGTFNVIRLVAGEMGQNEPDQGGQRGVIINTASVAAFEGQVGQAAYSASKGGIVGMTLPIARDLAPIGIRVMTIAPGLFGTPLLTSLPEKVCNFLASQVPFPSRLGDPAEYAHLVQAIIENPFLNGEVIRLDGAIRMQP
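NADH fluorescence (ex 360/em 450 nm) read every 30 s for 4 min; activity taken as last-minus-first time point difference. Enzyme 20 nM, NAD+ 1 mM, beta-hydroxybutyryl-CoA 90 uM, pH 9.0 Tris buffer.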
Hsp90 Hop PPI – changes Hsp90-Hop TPR2A binding signal, up or down; Potency, µM (highest dose often 57 µM), inactives show top-dose activity change, negative = inhibition; AlphaScreen TPR2A-His6 binding biotin-Hsp90 C-terminal peptide; AID 595; 0.44% of 71,000 active; active = well fitted curve in either direction with a large enough effect; inconclusive = small, poorly fitted or top-dose-only effect, or another doubt; note: potency is the fitted concentration of half-maximal effect; % is set by controls: 0 for no effect and ±100 for the full control effect; many of its hits are not listed in these tables
Tau filament bind – tau filament binding | P10636 | recombinant tau filaments, thioflavin S fluorescence, 15 h; filaments grown with octadecylsulfate alongside compound | 2% of 71,000 active | Potency, µM (highest dose often 57.1 µM), without a hit: at the top dose activity change, negative = inhibition;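 note: potency is the fitted concentration of half-maximal effect; % is set by controls: 0 for no effect and ±100 for the full control effect; actives lower thioflavin S fluorescence by blocking filaments or displacing dye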
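Recombinant tau protein (human, 1 uM final) plus 30 uM ODS in HEPES pH 7.4 with NaCl, DTT and thioflavine S. Compound present from the start; fluorescence at 510 nm after 15 h, 37 C.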
Pol III holo inh – DNA polymerase III holoenzyme inhibition. 0.25% of 71,000 active. Potency, µM (series often up to 57.1 µM), for the others: at the top dose activity change, negative = inhibition. reconstituted DNA polymerase III holoenzyme replication, biochemical; note: potency is the fitted concentration of half-maximal effect; % is set by controls: 0 for no effect and ±100 for the full control effect
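Reconstituted *E. coli* holoenzyme (0.35 nM Pol III, 1 nM beta, 154 nM SSB, 2 nM primase) was preincubated with compound for 15 min at RT. Synthesis on 1.4 nM ssM13Gori ran 35 min, then was stopped with PicoGreen/EDTA and read as dsDNA fluorescence.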
HBB splice mod – modulators of hemoglobin beta chain splicing; HBB splicing reporter cell assay, activation; EGFP reporter with mutant IVS2-654 intron; response scale: normalised to 500 nM splice-correcting PNA; Potency, µM (top dose mostly 46.1 µM), for inactives: at the top dose activation, most hits filed as activators; 0.06% of 65,000 active; AID 925; note: potency is the fitted concentration of half-maximal effect; 0% is about no effect
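Compounds were applied for 2 days to HeLa EGFP-654 cells, 500/well in Optimem with 2% FCS. The reporter's EGFP is disrupted by mis-splicing of beta-globin intron IVS2-654. Readout: summed well GFP fluorescence from 488 nm laser scanning; reference was 500 nM antisense […] 654 PNA.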
Rhodamine autofl – rhodamine region autofluorescence. Rhodamine-region fluorescence, 547/598 nm, Tris buffer; hits give high values. max dye-equivalent concentration, M. 0.05% of 59,000 active. AID 594; in the data active = max dye-equivalent concentration above about 11 nM; inconclusive = between about 1.1 nM and that limit
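Compound fluorescence in 100 mM Tris, pH 8.0, read after 15 min at room temperature with 547 nm excitation and 598 nm emission. Output is dye-equivalent concentration from an on-plate rhodamine standard series.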
Texas Red fluor – compound fluoresces in the Texas Red spectral region; Compound fluorescence, Texas Red channel, 547/618 nm; hits give high values; max dye-equivalent concentration, M; 0.06% of 59,000 active; AID 587; in the data active = max dye-equivalent concentration above about 10 nM; inconclusive = between about 1.1 nM and that limit
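Texas Red-region profiling: compounds in 100 mM Tris pH 8.0 were read at 547/618 nm after 15 min at room temperature. Intensities were normalized against a six-point Texas Red standard series to give dye-equivalent concentration.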
15-hLO inh – 15-hLO (ALOX15) enzyme inhibition; purified 15hLO-1, xylenol orange hydroperoxide absorbance; P16050; Potency, µM (titrated, usually from 57.1 µM), for the others: top-dose activity change, negative = inhibition, hits mostly inhibitors; 1.4% of 74,000 active; note: potency is the fitted concentration of half-maximal effect; % is set by controls: 0 for no effect and ±100 for the full control effect; nearly all actives have a fitted effect of over 55% in size
Target sequence (P16050 whole entry, looked up): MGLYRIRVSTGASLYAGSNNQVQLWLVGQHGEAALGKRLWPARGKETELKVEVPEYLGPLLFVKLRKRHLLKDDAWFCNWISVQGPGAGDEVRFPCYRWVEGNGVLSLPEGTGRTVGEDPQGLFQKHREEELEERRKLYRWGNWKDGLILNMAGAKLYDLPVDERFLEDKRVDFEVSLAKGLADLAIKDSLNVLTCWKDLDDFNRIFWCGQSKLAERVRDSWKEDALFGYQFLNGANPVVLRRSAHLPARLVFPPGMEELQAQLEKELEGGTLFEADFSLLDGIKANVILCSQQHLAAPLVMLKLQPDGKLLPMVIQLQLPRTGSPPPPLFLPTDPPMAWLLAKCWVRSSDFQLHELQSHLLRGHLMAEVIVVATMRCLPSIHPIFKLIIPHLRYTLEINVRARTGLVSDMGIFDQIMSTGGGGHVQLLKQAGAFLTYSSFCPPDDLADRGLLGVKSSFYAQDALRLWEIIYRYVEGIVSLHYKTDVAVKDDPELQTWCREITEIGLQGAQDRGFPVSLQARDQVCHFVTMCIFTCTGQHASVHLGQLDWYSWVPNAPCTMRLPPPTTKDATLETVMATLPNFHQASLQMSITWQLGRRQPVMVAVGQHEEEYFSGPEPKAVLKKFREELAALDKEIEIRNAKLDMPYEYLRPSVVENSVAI
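Readout: Fe(III)-xylenol orange absorbance, 573-to-405 nm ratio as reaction progress. Enzyme 40 nM purified human 15hLO-1, substrate 50 uM arachidonic acid, 6 min RT after 15 min compound preincubation; Hepes pH 7.5 buffer with Triton X-100.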
* hit, by the source's call; i = inactive; ? = inconclusive; . = no result given; & = joins results of further samples; ! = not confirmed by another sample; [ ] = dose if it differs, or a comment. Unless noted, calls come from the whole dose curve; as a rule, active = well fitted curve in the direction sought with a large enough effect; inconclusive = small, poorly fitted or top-dose-only effect, or another doubt; inactive = no such curve, though single readings can be large; an effect the other way counts as inactive or inconclusive.

SMILES	FLuc inh	CRE Fsk mod	ERK AVP block	HADH2 inh	Hsp90 Hop PPI	Tau filament bind	Pol III holo inh	HBB splice mod	Rhodamine autofl	Texas Red fluor	15-hLO inh
COc1ccc(P2(=O)Nc3ccccc3N2)cc1	6.3µM*	?	?	-14%	-8%	16µM*	-13%	4.3%[0.369 µM]	i	i	?
COc1cc2c(c(OC)c1OC)-c1ccc(O)c(=O)cc1[C@H](N)CC2	1%[25.5 µM]	-9%[17.1 µM]	-7%[25.7 µM]	-16%[25.6 µM]	-8%[26 µM]	?	-3%[25.6 µM]	1.0%[20.6 µM]	i	i	8%[25.6 µM]
CCC(=NCc1ccco1)c1c(O)n(-c2ccccc2)c(=O)[nH]c1=O	-2%	?	-15%	-10%	-6%	0%	-4%	-4.6%[0.369 µM]	i	?	4%
Cc1ccccc1-n1c(O)c(C=Nc2ccc3c(c2)OCO3)c(=O)[nH]c1=O	0%	19%	-17%	-28%	-1%	-17%	-8%	1.0%	.	.	?
CC(C)N1CCC2(CC1)NC(CO)(CO)CO2	0%	4%	2%	-1%	-3%	6%	-3%	-3.8%	.	.	4%
CN(C)CCN=Cc1c(O)n(C2CCCCCC2)c(=O)[nH]c1=O	0%	-12%	-23%	0%	-1%	-3%	0%	-1.2%[0.369 µM]	i	i	1%
CCCC(C)C1C(C#N)=C(N)Oc2c1c(=O)oc1ccccc21 (centres undefined)	0%	-1%	?	-2%	-5%	56%	-7%	0.1%[9.22 µM]	.	.	-15%
C[C@]12Cc3cn4c(nc3C=C1CC[C@H]1[C@@H]2CC[C@@]2(C)[C@H]1CC[C@@]2(O)C#N)nc1ccccc14	-3%	2%	-4%	16%	-8%	11%	1%	5.5%	i	i	15%
COc1cc(N)ccc1Cc1ccc(N)cc1OC	-11%	-5%	?	5%	-13%	25µM*	-7%	0.1%	.	.	-2%
Clc1ccc(C(Cl)(Cl)Cl)c(Cl)c1	.	5%	38%[activator]	4%	4%	9%	-5%	0.6%	.	.	4%
CCCCOC(C)=O	.	0%	-5%	-9%	-3%	-6%	4%	1.0%	.	.	11%
C=CCN1C[C@H](C)N([C@@H](c2ccccc2)c2ccc(C(=O)N(CC)CC)cc2)C[C@H]1C	-1%	-1%	-6%	3%	?	11%	-2%	.	.	.	-15%[25.6 µM]
Cc1cccc(C)c1NC1=NCCCS1	1%	?	9%	3%	-2%	3%	-6%	-6.1%	i	?	4%
CC(=O)CCC(C)=O	.	-8%	9%	-5%	-3%	7%	-14%	2.0%	.	.	2%
Cc1cc(N=Nc2ccccc2C)ccc1N	.	-14%	?	-9%	?	7.9µM*	9%	-1.1%	.	.	-8%
[O-][Br+2]([O-])O	.	-8%&-6%	?	-3%&-2%	-1%&-1%	-6%&-7%	-2%&-6%	0.2%&0.5%	.	.	-5%&2%
N[C@@H](Cc1c[nH]c2cc([N+](=O)[O-])ccc12)C(=O)O	4%[11.4 µM]	1%[7.6 µM]	-14%[11.5 µM]	5%[11.4 µM]	0%[11 µM]	1%[11.4 µM]	-6%[11.4 µM]	2.1%[9.22 µM]	i	i	-4%[11.4 µM]
Cn1c(C(=O)O)c(CC(=O)N2CCN(Cc3ccccc3)CC2)c2ccccc21	-3%	-10%	8%	-1%	-8%	23%	-1%	-0.5%	i	?	3%
CN(C)C1(c2nnnn2CCOC(=O)Nc2ccc(Cl)cc2)CCCCC1	-1%	0%	0%	8%	3%	-16%	-2%	-1.3%	i	i	-17%
Nc1ccc([N+](=O)[O-])cc1[N+](=O)[O-]	.	-7%	-30%	-5%	-10%	0%	1%	-0.8%	.	.	-7%

A section of the results above:
SMILES	FLuc inh	CRE Fsk mod	ERK AVP block	HADH2 inh	Hsp90 Hop PPI	Tau filament bind	Pol III holo inh	HBB splice mod	Rhodamine autofl	Texas Red fluor	15-hLO inh
Cn1c(C(=O)O)c(CC(=O)N2CCN(Cc3ccccc3)CC2)c2ccccc21	-3%	-10%	8%	-1%	-8%	23%	-1%	-0.5%	i	?	3%
CN(C)C1(c2nnnn2CCOC(=O)Nc2ccc(Cl)cc2)CCCCC1	-1%	0%	0%	8%	3%	-16%	-2%	-1.3%	i	i	-17%
Nc1ccc([N+](=O)[O-])cc1[N+](=O)[O-]	.	-7%	-30%	-5%	-10%	0%	1%	-0.8%	.	.	-7%

Next part
SMILES	FLuc inh	CRE Fsk mod	ERK AVP block	HADH2 inh	Hsp90 Hop PPI	Tau filament bind	Pol III holo inh	HBB splice mod	Rhodamine autofl	Texas Red fluor	15-hLO inh
CC(=NCC1CCCO1)c1c(O)n(-c2ccc(Cl)cc2)c(=O)[nH]c1=O (centres undefined)	1%	20%	-3%	-3%	-5%	-5%	-2%	-3.9%[0.369 µM]	i	?	-1%
Clc1nc(Cl)nc(Nc2ccccc2Cl)n1	.	-18%	-18%	2%	4%	23%	0%	0.2%	.	.	-13%
COc1ccc(C(CC(=O)N2CCC3(CC2)OCCO3)NS(=O)(=O)c2ccc(C)cc2)cc1 (centres undefined)	2%	-5%	6%	?	-1%	-8%	-2%	0.0%	i	i	5%
Cc1cccc(-n2c(O)c(C=NCCCN3CCOCC3)c(=O)[nH]c2=O)c1C	0%	?	2%	14%	-7%	19%	4%	5.3%[57.5 µM]	i	i	4%
O=C(Cc1ccccc1)N1CCN(C2CCCC2)CC1	1%	?	-15%	2%	-6%	-10%	1%	2.2%	i	i	-27%
O=C(CN1CCN(Cc2ccc(Cl)cc2)C1=O)N1CCC2(CC1)OCCO2	2%	?	15%	10%	5%	3%	-2%	-2.3%	i	i	0%
OC1(c2ccccc2F)CC2CCC(C1)N2CCN1CCOCC1 (centres undefined)	1%	0%	7%	12%	-2%	9%	-4%	.	i	i	-11%
CCN(CC)C(=O)N[C@H]1C=C2c3cccc4[nH]cc(c34)C[C@@H]2N(C)C1	1%[25.5 µM]	-7%[17.1 µM]	.	16µM*	-11%[26 µM]	119%[25.6 µM]	1%[25.6 µM]	3.2%[20.6 µM]	i	?	-4%[25.6 µM]
Cc1ccc([N+](=O)[O-])cc1C	.	-10%	4%	2%	-4%	12%	0%	0.3%	.	.	6%
Nc1ccc(-c2ccc(N)c(Cl)c2)cc1Cl	.	1%	?	-26%	-8%	?	-6%	0.2%	.	.	-21%
CCN(c1ccc(C(O)(C(=O)OC)C(F)(F)F)cc1)S(=O)(=O)c1ccccc1 (centres undefined)	1%	3%	-26%	1%	-4%	18%	0%	0.0%	.	.	-4%
O=C(O)c1cccc(Cl)c1	.	-7%	-14%	-5%	3%	18%	2%	-0.4%	.	.	-4%
OCCOc1ccccc1	.	-2%	-10%	-20%	-5%	-9%	-2%	-0.2%	.	.	-16%
C[C@@H]1O[C@H](O[C@@H]2CC[C@@]3(C=O)[C@H]4CC[C@@]5(C)[C@@H](C6=CC(=O)OC6)CC[C@@]5(O)[C@@H]4CC[C@]3(O)C2)C[C@H](O)[C@@H]1O	-3%[25.5 µM]	-3%[17.1 µM]	2%[25.7 µM]	2%[25.6 µM]	-2%[26 µM]	-10%[25.6 µM]	-7%[25.6 µM]	1.5%[20.6 µM]	i	i	2%[25.6 µM]
C/C(=C\[C@@H](N)C(=O)O)CP(=O)(O)O	-1%	?	1%	0%	-2%	?	-2%	.	.	.	-13%[25.6 µM]
COc1cc(-c2ccc(=O)[nH]n2)ccc1OC(F)F	2%	16µM*!	?	8%	-4%	?	-6%	-1.1%[20.6 µM]	i	?	-15%&0%[25.6 µM]
O=Cc1ccc(Cl)cc1Cl	.	-15%	19%	-1%	0%	18%	-2%	0.6%	.	.	-4%
CCCCc1nc2ccccc2c(=O)n1-c1ccc(O)cc1	2%	-5%	?	-5%	-2%	3%	-3%	0.3%	i	i	-8%

One compound at a time (already shown). Values in the order: FLuc inh	CRE Fsk mod	ERK AVP block	HADH2 inh	Hsp90 Hop PPI	Tau filament bind	Pol III holo inh	HBB splice mod	Rhodamine autofl	Texas Red fluor	15-hLO inh
`COc1ccc(C(CC(=O)N2CCC3(CC2)OCCO3)NS(=O)(=O)c2ccc(C)cc2)cc1` (centres undefined) reads 2%	-5%	6%	?	-1%	-8%	-2%	0.0%	i	i	5%
`C[C@@H]1O[C@H](O[C@@H]2CC[C@@]3(C=O)[C@H]4CC[C@@]5(C)[C@@H](C6=CC(=O)OC6)CC[C@@]5(O)[C@@H]4CC[C@]3(O)C2)C[C@H](O)[C@@H]1O` reads -3%[25.5 µM]	-3%[17.1 µM]	2%[25.7 µM]	2%[25.6 µM]	-2%[26 µM]	-10%[25.6 µM]	-7%[25.6 µM]	1.5%[20.6 µM]	i	i	2%[25.6 µM]

Only part of the results is shown; count on the stated rates, not on these rows.
